mHTT-CaM PPI inh: mutant huntingtin-calmodulin interaction inhibitors – biochemical, AlphaScreen, primary screen; P42858; AlphaScreen His-mHTT/GST-CaM binding, luminescence; inhibition, % at 15 µM; actives 3.6% (n = 190,000); AID 1671202, 2021;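 further: 0% = both proteins with DMSO and 100% = one protein alone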
Pf apPOL inh: Pf-apPOL inhibitors, biochemical, fluorescence. Plasmodium falciparum apicoplast DNA polymerase (apPOL). Recombinant Pf-apPOL, molecular beacon fluorescence, 1.5 h. actives 0.25% (n = 210,000). inhibition, % at 10 µM. AID 1794808, 2022
Active calls of the source: *; x = no result given; & = joins results of further samples; ! = not confirmed by another sample. No stated cut-off is given here; in the data, active means inhibition above about 50%; inactive means the rest. An excerpt; count on the stated rates, not on these rows.

Second line of a record – mHTT-CaM PPI inh, Pf apPOL inh
CCC(=O)N1c2ccccc2-c2nnc(SC)nc2OC1c1cccnc1 (configuration not stated)
  -6, -1
COc1ccc(N2C(=O)CSC2c2ccccc2)cc1 (configuration not stated)
  -2, -6
O=c1c2c(ncn2Cc2cccc(F)c2)n(-c2ccccc2)c(=O)n1C1CC1
  1, -4
CSc1ccc(CN2CCCC(C(=O)N3CCCCCC3)C2)cc1 (configuration not stated)
  7, -6
COc1cc(C(=O)Oc2ccc3c(c2)OC(=Cc2ccccc2F)C3=O)cc(OC)c1OC
  10, -3
CCN1c2ccc(F)cc2C(=O)NC12CCN(C(=O)c1cc(OC)cc(OC)c1)CC2
  -4, -7
COc1ccccc1C1CC(c2ccc(C)cc2)=NN1C(=O)CN1CCCCC1 (configuration not stated)
  40, -5
COC(=O)C1=C(C)NC(C)=C(C(=O)OC)C1c1ccccc1
  x, -8&-4
COc1cccc(C2C(C(=O)Nc3ccc(F)cc3F)=C(C)NC3=C2C(=O)CCC3)c1OC (configuration not stated)
  -5, -1
CN1C2CCCC1CC(NC(=O)c1nn(C)c3ccccc13)C2 (configuration not stated)
  x, 15
CCOC(=O)COc1ccc2c(=O)c(Oc3ccccc3OC)c(C)oc2c1
  4, -8
COc1ccc(-c2cn3ccn(-c4ccc(OC)cc4)c(=O)c3n2)cc1
  -6, 0
O=[N+]([O-])c1cc(C(F)(F)F)cc([N+](=O)[O-])c1N1CCSCC1
  x, -18
CCc1nc2c(c(=O)n1CC(=O)Nc1ccc(F)c(F)c1)CN(Cc1ccccc1)CC2
  1, -5
COC(=O)CNS(=O)(=O)c1cc(Cl)ccc1OC
  -7, -8
Fc1cccc(CN2CCCCC2c2nc(-c3cnccn3)no2)c1 (configuration not stated)
  -16, 0
CCn1ccc(C(=O)N2CCCC2c2nc(-c3ccccc3)n[nH]2)n1 (configuration not stated)
  2, -4
NC(=O)c1c2c(nc3ccc(F)cc13)CCCC2
  -1, 0
CCC(=O)c1ccc(N2CCN(C(=O)c3cc([N+](=O)[O-])ccc3N3CCCCC3)CC2)c(F)c1
  12, 16
C[C@@H]1COc2cc(Br)ccc2S(=O)(=O)N1Cc1cn(Cc2ccc(Cl)cc2)nn1
  0, -1
COc1ccc(OCCNC(C)(C)C)cc1
  -5, -1
Cc1ccccc1-c1noc(-c2c(O)c3ccc(F)cc3n(C)c2=O)n1
  1, -6
COc1ccc(OC)c(NC(=O)c2sc3nc(C)nc(N4CCCCC4)c3c2C)c1
  0, -3
CCOC(=O)c1sc(NC(=O)c2cc(=O)c3ccccc3o2)cc1C
  2, -2
CCc1onc(C)c1C1CCCN1Cc1cccc(OC)c1O (configuration not stated)
  10, 3
CC(C)NCC(O)COC12CC3CC(CC(C3)C1)C2 (configuration not stated)
  -4, -5
CC1(C)C(C=C(Cl)Cl)C1C(=O)Nc1cccc(Cl)c1 (configuration not stated)
  43, -3
COc1ccc(C(=O)N2CCC(n3c(-c4ccco4)nc4cccnc43)C2)cn1 (configuration not stated)
  0, -6
O=C(Nc1ccc([N+](=O)[O-])cc1Cl)NC1(C(F)(F)F)Oc2ccccc2O1
  7, -2
Cn1c(SCC(=O)c2ccc(Cl)cc2)nnc1-c1ccncc1
  -4, 2
CN(C)c1ccc(NC(=O)Nc2cn(C)c3ccccc23)cc1
  56*, 2
Fc1ccccc1OCCCn1ccnc1
  1, -3
CC(=O)Oc1ccc2c(c1)OC(=Cc1cccs1)C2=O
  3, 2
COc1cccc(C2=NC(C)(C)NC(c3cc(Cl)ccc3O)C2)c1 (configuration not stated)
  100*, -4
COc1cccc(OC(=O)c2cc3ccccc3oc2=O)c1
  -2, 2
O=C(Nc1ccc(I)cc1)c1cc2cc(Br)ccc2oc1=O
  1, 2
CC(NC(=O)CC1Sc2ccc(C(F)(F)F)cc2NC1=O)c1ccccc1 (configuration not stated)
  5, -7
COc1ccc(C2SCCN2C(=O)c2cc3ccccc3oc2=O)cc1OC (configuration not stated)
  6, 3
O=C(NC1CC1)C1CCN(c2cnn(Cc3ccccc3)c(=O)c2)CC1
  -1, -8
COc1cc(N2CCN(C(=O)Nc3ccc(F)c(Cl)c3)CC2)nc(OC)n1
  -8, -1

Full records from above.
Listed for COc1ccc(C(=O)N2CCC(n3c(-c4ccco4)nc4cccnc43)C2)cn1 (configuration not stated) → mHTT-CaM PPI inh = 0; Pf apPOL inh = -6
Listed for Cn1c(SCC(=O)c2ccc(Cl)cc2)nnc1-c1ccncc1 → mHTT-CaM PPI inh = -4; Pf apPOL inh = 2

Other records.
Second line of a record – mHTT-CaM PPI inh, Pf apPOL inh
O=c1oc(-c2ccc(Cl)c([N+](=O)[O-])c2)nc2ccccc12
  1, -2
Cc1nnc(NC(=O)c2ccc(S(=O)(=O)N(C)c3ccccc3)cc2)o1
  41&33, -11&-31
O=C(NCc1cccs1)C1CC(c2c(F)cccc2Cl)=NO1 (configuration not stated)
  -8, -3
Cc1cccc(OCc2nc(-c3ccc(-c4csc(C)n4)cc3)no2)c1
  -6, 3
Brc1ccccc1OCCCN1CCOCC1
  -5, -5
Cc1cc(N2N=C(c3ccccc3)CC2=O)nc(-c2ccccc2O)n1
  25, -5
O=C(c1ccc2c(c1)N(Cc1ccc(F)cc1Cl)C(=O)CS2)N1CCC2(CC1)OCCO2
  19, -2
Cc1ccccc1/C=C1\Sc2ccccc2N(CC(=O)NCCc2ccccc2)C1=O
  15, 2
CC(C)C(=O)Nc1ccc(NC(=O)COc2ccc(Br)cc2)cc1
  0, -1
COc1ccc(-c2nnc(NC(=O)c3cccs3)o2)cc1
  66*, -34
Oc1oc(-c2ccc(Br)cc2)nc1C=Nc1ccccn1
  4, 27
CCOc1ccc(-c2cn(-c3cc(C)ccc3C)c(=O)[nH]2)cc1Cl
  17, -9
CCCc1cc2c(=O)c(-c3ccc4c(c3)OCCCO4)c(C)oc2cc1OC
  0&0, -3&-2
COc1ccc(N2CCN(CC(O)c3ccc4c(c3)CCN4)CC2)cc1 (configuration not stated)
  8, -1
COc1ccccc1Nc1cc(C)nc2ccc(Cl)cc12
  0, -1
COCC(=O)N1CCc2c(c(-c3nnc(SC)n3C)nn2C)C1
  -1, 2
CCOc1ccc(N(CC)C(=O)c2cc3cc4ccc(OC)cc4nc3o2)cc1
  -3, -3
CCc1onc(C)c1C1CCCN1C(=O)c1c(Cl)cnn1CC (configuration not stated)
  -2, -2
O=C(CN1C(=O)c2ccccc2S1(=O)=O)Nc1cc(Cl)cc(Cl)c1
  -5, 2
COc1cc(C=C[N+](=O)[O-])c2c(c1)CCCO2
  4, 3
COc1ccc(N2CCN(Cc3ccsc3)CC2)cc1
  9, -4
COc1nccnc1N1CCC(N(C)C(=O)NC(C)C)C1 (configuration not stated)
  -3, -3
Cc1ccc(O)c(NC(=O)c2cc3n(n2)C(C(F)(F)F)CC(c2ccco2)N3)c1 (configuration not stated)
  -10, -2
COc1ccc(NC(=O)NCCC2CCN(S(=O)(=O)c3ccccc3)CC2)cc1OC
  48, 3
Cc1ccc2nc(NC(=O)CNS(=O)(=O)c3cccs3)sc2c1
  0, 1
Clc1ccc(C2CC(c3cccc(Br)c3)Nc3ncnn32)cc1 (configuration not stated)
  53*, -2
O=c1c(Oc2ccccc2)coc2cc(O)ccc12
  -2, 3
COc1cccc(CN2CCc3c(cc(C(=O)NCCN4CCCCC4)n3C)C2)c1
  14, -4
Cn1c(=O)c2c(nc(NCCC(c3ccccc3)c3ccccc3)n2CC(=O)O)n(C)c1=O
  4, 3
C=CCN1C[C@@H](COCc2ccccc2)Oc2cccc(F)c2S1(=O)=O
  -49, 1
CCCC(=O)N1CCC(N2CCC(C(=O)NC3CCCc4ccccc43)CC2)CC1 (configuration not stated)
  6, -21
CNC(=O)C(=O)NCCN1CCN(C(=O)c2cccc([N+](=O)[O-])c2)CC1
  8, -9
COc1cccc(C2C3=C(Nc4c2c(=O)n(C)c(=O)n4C)c2ccccc2C3=O)c1OC (configuration not stated)
  27, -1
Cc1ccc(-c2cc(C(=O)N3CCCCC3C(=O)NCC3CC3)no2)cc1C (configuration not stated)
  2, -8
Cc1c(Cl)cccc1N(CC(=O)NC1CCCCCC1)S(C)(=O)=O
  -5, 0
COc1ccc(C(=O)NCc2ccc(Cl)cc2)cc1
  -4, 0
O=S(=O)(c1ccc(OC(F)(F)F)cc1)N1CC(c2nc(-c3cnccn3)no2)C1
  0, 1
COc1ncc(C(=O)NCc2ccccc2)cn1
  -3, 2
CCn1c(=O)c(C(=O)N2CCCC2)nc2ccccc21
  -4, 0
O=C1N(CCCO)CCC12CCC(c1ccccc1)CC2 (configuration not stated)
  -7&-5, -3&-4

(continued)
smiles	mHTT-CaM PPI inh	Pf apPOL inh
COc1ccc(NC(=O)c2sc3nc(-c4ccccc4)cn3c2C)c(OC)c1	5	-1
O=C(Nc1ccc(F)cc1)c1cccc(C(=O)Nc2ccc(F)cc2)n1	-3	-2
Cc1cccc(C)c1NC(=O)C(c1ccc(Cl)cc1)N1C(=O)CC1c1ccco1 (configuration not stated)	16	-7
C=CCNC(=O)c1cc2c(n(-c3ccc(Cl)c(Cl)c3)c1=O)CC(C)(C)CC2=O	2	3
Cc1ccc(-n2c(=O)n(CC(=O)N3CCC(C)CC3)c3cccnc32)cc1	2	4
O=[N+]([O-])c1ccccc1/C=C/CN1CCC(O)CC1	-1	-6
O=C(NC1CC1)c1ccc(OCC2CCCN(C(=O)c3ccco3)C2)cc1 (configuration not stated)	-3	-2
O=C(NCc1cccnc1)c1ccc2ncnc(N3CCCC3)c2c1	-3	5
O=C(NCC1(c2cccs2)CCCC1)C12CC3CC(CC(C3)C1)C2	-4	3
CN1CCC2(CC1)CN(C(=O)c1c[nH]c3ccccc13)CC2c1nc(C2CC2)no1 (configuration not stated)	6	-3
CCn1c(=O)c2c(ncn2Cc2cccc(C)c2)n(-c2ccc(C)cc2)c1=O	2	5
CCOC(=O)c1ccc(NC(=O)C(C)n2nc(-c3ccc(OC)cc3)ccc2=O)cc1 (configuration not stated)	4	-6
CCS(=O)(=O)Nc1ccc(Cl)cn1	-9	x
O=C(Cc1ccsc1)N1CCCCC1c1nncn1CC1CC1 (configuration not stated)	-7	-2
Cc1cccc(-c2nc(-c3ccc(-c4csc(C)n4)cc3)no2)c1	-9	1
Fc1cccc(-c2nc(-c3ccc4nncn4c3)no2)c1	0	0
CC(C)CCOC(=O)c1c(-c2ccccc2)oc2c1C(O)CCC2 (configuration not stated)	-21	-6
O=C(Cc1cccs1)N1CCN(C(=O)c2cc3ccccc3[nH]2)CC1	9	2
COc1ccc([N+](=O)[O-])cc1NC(=O)Cc1ccc(Cl)cc1	-4	-5
Cc1cc(C2CCCN2C(=O)Nc2ccc(Cl)cc2)on1 (configuration not stated)	6	-6

Gathered by group, the compounds so far with a CF3 group (5)
smiles	mHTT-CaM PPI inh	Pf apPOL inh
O=[N+]([O-])c1cc(C(F)(F)F)cc([N+](=O)[O-])c1N1CCSCC1	x	-18
O=C(Nc1ccc([N+](=O)[O-])cc1Cl)NC1(C(F)(F)F)Oc2ccccc2O1	7	-2
CC(NC(=O)CC1Sc2ccc(C(F)(F)F)cc2NC1=O)c1ccccc1 (configuration not stated)	5	-7
Cc1ccc(O)c(NC(=O)c2cc3n(n2)C(C(F)(F)F)CC(c2ccco2)N3)c1 (configuration not stated)	-10	-2
O=S(=O)(c1ccc(OC(F)(F)F)cc1)N1CC(c2nc(-c3cnccn3)no2)C1	0	1

Continued:
smiles	mHTT-CaM PPI inh	Pf apPOL inh
O=C(COc1ccc(Cl)cc1Cl)Nc1ccc2c(c1)C(=O)NC2=O	37	-5
Cc1ccc(C(=O)Cn2c3ccccc3n3nc(C)c(=O)nc23)cc1	5	-4
O=C1/C(=C/c2ccccc2[N+](=O)[O-])Sc2ccccc21	28	5
O=[N+]([O-])c1cccc(-c2nnc(C=Cc3ccc(OC(F)(F)F)cc3)o2)c1	x	-8&-7
COc1ccccc1C(=O)N1CCC(c2nc(C(=O)N(C)C)c(C)o2)CC1	3	-8
COc1cccc(CNC(=O)c2cc3c(s2)CCN(C(C)=O)C3)c1	10	-4
O=C(CSc1nc2ccccc2c(=O)n1Cc1ccco1)c1ccccc1	x	-10
Cc1cccc(-c2nc(C)c(CCNC(=O)Cc3ccc(F)cc3)s2)c1	22	-2
CN1CCN(C(=O)C(C(=O)N2CCN(C)CC2)C23CC4CC(CC(C4)C2)C3)CC1	-7	-11
Nc1nnc(SCC(=O)Nc2ccc(F)c(F)c2F)s1	x	-3
COc1cccc(NC(=O)/C(C#N)=C/c2cn(Cc3ccccc3)c3ccccc23)c1	16	-3
Cc1nc2c(C)c(C)c(C)c(C)c2[nH]1	x	-18&-15
COCCn1c(C2CCN(C(=O)Nc3cccc(C)c3)C2)nc2ccncc21 (configuration not stated)	4	-4
COc1cccc(COc2ccc3c(c2)OC(=Cc2cc(OC)c(OC)c(OC)c2)C3=O)c1	-7	-9
Cc1ccc(S(=O)(=O)N2CC3CC(NC(=O)c4cccnc4)C2C3)cc1Cl (configuration not stated)	24	-1
COc1ccc2nc(N3CCCC(C(=O)NCCCN4CCCC(C)C4)C3)sc2c1 (configuration not stated)	3	-2
OC(COc1ccccc1Cl)CN1CCN(c2ccccc2)CC1 (configuration not stated)	12	-3
NC(=O)C1(N2CCCCC2)CCN(C2CC(=O)N(c3ccc(Cl)c(Cl)c3)C2=O)CC1 (configuration not stated)	4	4
Cc1cc(O)c(CN2CCCC2)c2c1C(=O)C(=Cc1ccccc1)O2	12	-9
COc1ccc([C@@H]2C[C@H](c3ccccc3)Oc3cc4c(cc32)OCO4)cc1	60*!	0&-4

As entered above:
Cc1cccc(OCc2nc(-c3ccc(-c4csc(C)n4)cc3)no2)c1 in Pf apPOL inh: 3
COc1cccc(CNC(=O)c2cc3c(s2)CCN(C(C)=O)C3)c1 in mHTT-CaM PPI inh: 10
NC(=O)C1(N2CCCCC2)CCN(C2CC(=O)N(c3ccc(Cl)c(Cl)c3)C2=O)CC1 (configuration not stated) in mHTT-CaM PPI inh: 4
